ELG1 genotox: inducers of genotoxicity in HEK293T ELG1-luciferase cells. HEK293T ELG1-luciferase reporter, luminescence, 16 h. Potency, µM (doses to about 46 µM), for inactives: at the highest dose activity change, positive = activation, actives largely listed as activators. 330,000 tested, 1.3% active. AID 504466; further: potency means the concentration at half of the fitted maximal effect; % of control where 0% means no effect; nearly all actives have a fitted effect of over 60% in size
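Genotoxicity was scored as increased ELG1-luciferase reporter signal, measured by ONE-Glo luminescence (30 min, room temperature). Compound or vehicle exposure of the HEK293T reporter cells lasted 16 hr at 37°C.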
TRPV1 agonist: activates the human vanilloid receptor TRPV1. activation, % at 8.33 µM. AID 540275. Q8NER1. 320,000 tested, 0.19% active. TRPV1-expressing cells, Fluo-8 calcium influx, agonist mode; in the data active means activation above about 80%; inconclusive means between about 30% and that limit; further: 0% is about no effect
Target sequence (Q8NER1 whole entry, looked up): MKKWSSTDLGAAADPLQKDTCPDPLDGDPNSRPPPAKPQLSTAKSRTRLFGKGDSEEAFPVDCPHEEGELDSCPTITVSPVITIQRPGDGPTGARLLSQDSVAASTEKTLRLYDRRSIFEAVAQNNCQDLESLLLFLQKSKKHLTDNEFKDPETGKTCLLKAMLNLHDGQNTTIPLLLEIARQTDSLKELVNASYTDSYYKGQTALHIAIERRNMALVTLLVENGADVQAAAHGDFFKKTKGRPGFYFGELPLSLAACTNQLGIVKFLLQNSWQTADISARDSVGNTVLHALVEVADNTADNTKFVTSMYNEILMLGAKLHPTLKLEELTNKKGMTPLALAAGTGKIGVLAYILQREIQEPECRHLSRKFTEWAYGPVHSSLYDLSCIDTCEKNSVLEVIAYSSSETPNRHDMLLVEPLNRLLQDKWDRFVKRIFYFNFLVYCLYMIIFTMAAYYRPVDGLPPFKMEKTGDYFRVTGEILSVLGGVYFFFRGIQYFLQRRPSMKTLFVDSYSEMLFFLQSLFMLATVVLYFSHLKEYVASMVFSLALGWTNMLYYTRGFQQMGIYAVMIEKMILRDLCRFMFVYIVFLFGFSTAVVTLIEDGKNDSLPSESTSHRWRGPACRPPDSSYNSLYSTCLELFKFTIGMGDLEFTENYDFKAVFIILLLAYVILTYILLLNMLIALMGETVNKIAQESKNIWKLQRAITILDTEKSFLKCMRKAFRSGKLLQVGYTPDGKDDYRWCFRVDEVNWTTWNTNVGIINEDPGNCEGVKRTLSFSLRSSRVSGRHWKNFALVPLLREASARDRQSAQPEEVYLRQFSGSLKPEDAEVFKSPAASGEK
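Cells expressing TRPV1 were dye-loaded with Fluo-8 and read kinetically: 10 s baseline, 3 min after compound (agonist portion), then 2 min after EC20 capsaicin (allosteric enhancer portion). Calcium-bound dye fluorescence at 480/520 nm.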
BRCA1 expr act: increases BRCA1 expression; MCF7-BRCA1-FFLuc reporter, luminescence, 48 h; response scale: scaled: vehicle 0%, 10 µM genistein 100%; Potency, µM (titrated, usually from 46.1 µM), for inactives: top-dose activation, actives largely listed as activators; 380,000 tested, 1.1% active; AID 624202; further: potency means the concentration at half of the fitted maximal effect; nearly all actives have a fitted effect of over 80% in size; some results filed as inactive show a strong effect at the top dose
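First, MCF7-BRCA1-FFLuc cells (2000/well) attach for 2 h; next, compounds are pin-added and incubated 48 h at 37 °C; finally, luciferase reagent is added and luminescence read after 15 min.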
p53 reactivation: mutant p53 re-activation in reporter cells. H1299 p53-A138V BP100-luciferase reporter, luminescence, 24 h. Potency, µM (highest dose often 92.2 µM), for the others: at the top dose activity change, positive = activation, hits mostly activators. 320,000 tested, 0.063% active. AID 504706; further: potency means the concentration at half of the fitted maximal effect; % of control where 0% means no effect; nearly all actives have a fitted effect of over 45% in size
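p53-null H1299 cells stably carrying temperature-sensitive p53-A138V and a BP100-luciferase reporter were pinned with compounds (4-point, 1:5 series) and held 24 hrs at 37 deg C. Luminescence was read 10 min after detection reagent.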
PTAP TSG101 blk: blocks PTAP/TSG101 interaction to inhibit HIV-1 budding. Q99816. 340,000 tested, under 10 active. Potency, µM (doses to about 115 µM), without a hit: at the top dose activity change, negative = inhibition, most hits filed as inhibitors. Fluorescence polarization, FITC-PTAP peptide / Tsg101 binding. AID 493005; active means well fitted inhibition curve with a large enough effect in the main read-out, with a control signal flat, not every such curve was filed as active; inconclusive means small, poorly fitted or top-dose-only effect, or effect the other way, or a change in a side signal; inactive means no such curve, though single readings can be large or run the other way; further: potency means the concentration at half of the fitted maximal effect; % of control where 0% means no effect
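Compounds were pin-transferred onto Tsg101 binding domain (10 uM final) in HEPES pH 7.5 buffer, then FITC-PTAP peptide was added at 50 nM final. After 20 min at RT, polarization reported peptide displacement across a qHTS concentration series.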
B2AR arrestin: recruits beta-arrestin to the human beta2-adrenergic receptor. P07550. beta-arrestin recruitment to beta2AR, cell-based reporter. Potency, µM (highest dose often 46.1 µM), without a hit: at the top dose activation, usual class: activators. 330,000 tested, 0.02% active. AID 492947;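 further: potency means the concentration at half of the fitted maximal effect; 0% = DMSO controls and full agonism = EC100 isoproterenol or metaproterenol; nearly all actives have a fitted effect of over 65% in size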
uPA generation: inhibitors of cell surface uPA generation; cell surface uPA generation assay, qHTS; Potency, µM (doses to about 38.3 µM), for the others: at the highest dose activity change, negative = inhibition, usual class: inhibitors; 330,000 tested, 0.31% active; AID 540303; active means well fitted inhibition curve with a large enough effect; inconclusive means small, poorly fitted or top-dose-only effect; inactive means no such curve, though single readings can be large or run the other way; tested in mouse RAW 264.7 cells; further: potency means the concentration at half of the fitted maximal effect; on the % scale 0 is the no-effect control and ±100 the full control effect; nearly all actives have a fitted effect of over 55% in size
S-ASM inh: blocks human secretory acid sphingomyelinase; Potency, µM (series often up to 57.5 µM), for inactives: at the highest dose activity change, negative = inhibition, actives largely listed as inhibitors; placental ASM, HMU-PC fluorogenic substrate, 60 min; 340,000 tested, 0.006% active; further: potency means the concentration at half of the fitted maximal effect
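qHTS format. ASM enzyme prepared from human placenta hydrolyses the fluorogenic substrate HMU-PC0 (9 uM final) over 60 min at 37 °C after a 10 min compound preincubation.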
Eya2 phos inh: blocks the phosphatase activity of human Eya2; O00167; recombinant Eya2, OMFP fluorescence dephosphorylation (OMFP is methylfluorescein phosphate); Potency, µM (doses to about 76.9 µM), inactives show top-dose activity, negative = inhibition, hits mostly inhibitors; 330,000 tested, 0.006% active; further: potency means the concentration at half of the fitted maximal effect; on the % scale 0 is the no-effect control and ±100 the full control effect
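Eya2 (0.2 uM) preincubated 10 min at ambient with compound, then OMFP substrate added at 50 uM; 10 min reaction in 50 mM HEPES pH 7.5, 50 mM NaCl, 5 uM MgCl2, 0.05% BSA, 1 mM DTT. Fluorescence read at Ex 485/Em 525 nm.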
Integrin act MD: activates integrin-mediated alleviation for muscular dystrophy; alpha7betagal myoblasts, beta-gal FDG fluorescence, 48 h; Potency, µM (top dose mostly 38.3 µM), without a hit: top-dose activation, most hits filed as activators; 350,000 tested, 0.064% active;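 further: potency means the concentration at half of the fitted maximal effect; 100% = response of the positive control SU9516; nearly all actives have a fitted effect of over 60% in size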
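alpha7betagal+/- myoblasts (passage 13, 250/well) treated 48 h at 37C with compounds at 1:260 dilution of DMSO stock. Lysed, then beta-galactosidase activity read as FDG fluorescence (ex 480/em 540) after 30 min, with pre-read for autofluorescence.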
USP2a block: USP2a (human) protease inhibition. Potency, µM (titrated, usually from 38.3 µM), without a hit: at the top dose activity change, negative = inhibition, usual class: inhibitors. O75604. 330,000 tested, 0.01% active. USP2 core, Ub-CHOP2 coupled fluorogenic reporter, 485/531. AID 463254;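 further: potency means the concentration at half of the fitted maximal effect; plate controls were DMSO wells for no effect and full inhibition by NEM control for full effect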
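Cell-free coupled assay: 10nM USP2 core preincubated 30min RT with compound in Tris-HCl pH 8.0/CaCl2/CHAPS buffer, then 25nM Ub-CHOP2 and 25nM reporter substrate; fluorescence (Ex 485/Em 531) read after 60min RT, normalized to NEM inhibition, concentration-response curves fitted.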
* hit, by the source's call; u = inconclusive; x = not tested or not shown; & = joins results of further samples; [ ] = another dose, or the depositor's remark. Unless noted, the call rests on the fitted dose curve; in most records, active means well fitted curve in the direction sought with a large enough effect; inconclusive means small, poorly fitted or top-dose-only effect, or another doubt; inactive means no such curve, though single readings can be large; an effect the other way counts as inactive or inconclusive. Compounds were not picked by outcome (roughly 2.6% active in at least one column).

SMILES	ELG1 genotox	TRPV1 agonist	BRCA1 expr act	p53 reactivation	PTAP TSG101 blk	B2AR arrestin	uPA generation	S-ASM inh	Eya2 phos inh	Integrin act MD	USP2a block
O=C(O)c1cn[nH]c1-n1cnnn1	-1%	0	5%	-1%	-2%	-0.3%	x	0%	14%	-14%	2%
COc1ccc(C(=O)NNC(=O)C2CC=CCC2)cc1 (centres undefined)	13%	3	u	x	0%	-0.9%	-2%	0%	1%	2%	-1%
O=C(Cn1nc(-c2ccccc2)ccc1=O)NCCCN1CCOCC1	0%	0	-10%	-2%	0%	-0.5%	-6%	-1%	8%	u	0%
Clc1ccc(SCc2nc3ccccc3[nH]2)cc1	-3%	u	u	16%	-2%	-1.1%	x	-1%	-11%	4%	-1%
COc1cccc(NC(=S)N(CCCN2CCCC2)Cc2ccco2)c1	2%	1	-3%	u	-6%	0.0%	-1%	0%	-24%	-31%	-5%
Cc1cc(C(=O)NN=C(CCC(=O)O)c2cccs2)c(C)o1	1%	x	-19%	21%	-7%	-0.3%	-4%	5%	1%	8%	-2%
Cn1cc(CCC(=O)N2CCCC(Nc3ccc(F)cc3)C2)cn1 (centres undefined)	-1%	23	18%	0%	-2%	-1.0%	-14%	0%	-5%	-17%	1%
COC(CNC(=O)C(=O)Nc1ccc2c(c1)N(S(=O)(=O)c1cccs1)CCC2)OC	-1%	16	-67%	-9%	-1%	-0.8%	-7%	-2%	5%	-1%	-1%
COc1ccc(CCNC(=O)C2(C)CCC(=O)N2Cc2ccc(F)cc2Cl)cc1OC (centres undefined)	0%	1	17%	3%	0%	-1.0%	4%	1%	0%	-8%	-2%
NC(=O)NNC(=S)Nc1cccc2ccccc12	-4%	1	-17%	1%	-11%	-0.6%	-1%	10%	-2%	22%	3%

Two of these compounds in a different format.
Compound | ELG1 genotox | TRPV1 agonist | BRCA1 expr act | p53 reactivation | PTAP TSG101 blk | B2AR arrestin | uPA generation | S-ASM inh | Eya2 phos inh | Integrin act MD | USP2a block
COC(CNC(=O)C(=O)Nc1ccc2c(c1)N(S(=O)(=O)c1cccs1)CCC2)OC | -1% | 16 | -67% | -9% | -1% | -0.8% | -7% | -2% | 5% | -1% | -1%
COc1ccc(CCNC(=O)C2(C)CCC(=O)N2Cc2ccc(F)cc2Cl)cc1OC (centres undefined) | 0% | 1 | 17% | 3% | 0% | -1.0% | 4% | 1% | 0% | -8% | -2%

New compounds follow.
SMILES	ELG1 genotox	TRPV1 agonist	BRCA1 expr act	p53 reactivation	PTAP TSG101 blk	B2AR arrestin	uPA generation	S-ASM inh	Eya2 phos inh	Integrin act MD	USP2a block
CN1CCC(OC(c2ccccc2)c2ccc(Cl)cc2)C1 (centres undefined)	x	x	-38%	x	1%	x	-3%	2%	x	-60%[inhibitor]	x
CSC1=NCCN1C(=O)c1cccc(Br)c1	-2%	2	-10%	24%	-4%	-1.6%	1%	3%	-9%	4%	-1%
COc1ccc(CCN(C)C(=O)c2ccc(S(=O)(=O)Nc3ccccc3C)cc2)cc1OC	-3%	-4	-6%	-1%	-6%	0.3%	-9%	6%	-3%	5%	2%
CN(C1CCCCC1)S(=O)(=O)c1ccc(C(=O)Nc2sc3c(c2C(N)=O)CC(C)(C)NC3(C)C)cc1	7%	-1	-29%&-25%	3%	-2%	-0.8%	-1%	u	2%	16%	0%
COc1ccc(NC(=O)CSC(C)c2nc3ccccc3c(=O)[nH]2)cc1 (centres undefined)	-5%	-6	26%	8%	-7%	-1.7%	13%	-1%	-3%	13%	-1%
Cc1cc(=O)[nH]c(N/N=C/c2cccs2)n1	8%	-3	5%	4%	-2%	-0.3%	1%	2%	2%	38%	0%
COC(=O)c1ccc(C2C(C#N)=C(N)Oc3cc(O)ccc32)cc1 (centres undefined)	-2%	1	0%	-6%	3%	-0.8%	2%	-9%	-15%	3%	2%
O=C(O)c1cnccn1	-3%	-2	-13%	13%	0%	-0.3%	5%	-3%	-3%	x	0%
C=CCNC(=O)/C(C#N)=C/c1ccc(OS(=O)(=O)c2ccc(C)cc2)c(OC)c1	-16%	8	-50%	-34%[inhibitor]	-2%	-0.5%	-3%	4%	-2%	4%	1%
COc1ccc(N(C(=O)c2ccco2)S(=O)(=O)c2cccc([N+](=O)[O-])c2)cc1	3%	-2	-29%	5%	-13%	-0.5%	x	16%	4%	9%[7.66 µM]	1%
CS(=O)(=O)N(CC(=O)N1CCCC1)c1ccc(OCc2ccccc2)cc1	-4%	-1	-22%	17%	-9%	-0.1%	4%	1%	-7%	-2%	-2%
CCOC(=O)C1CCCN(C(=O)c2ccc([N+](=O)[O-])c(C)c2)C1 (centres undefined)	1%	11	-10%	-3%	-5%	0.0%	0%	-1%	-5%	22%	2%
COc1cc(C(O)P(=O)(OC(C)C)c2ccc(N(C)C)cc2)cc(OC)c1OC (centres undefined)	0%	0	-10%	-5%	-7%	-0.4%	1%	5%	17%	6%	u
Cn1c(Cc2ccccc2)nnc1SCc1ccc(C(=O)O)cc1	3%	1	38%	-11%	1%	-0.4%	-2%	4%	3%	1%	3%
N#C/C=C/N1CCN(C(=O)c2ccco2)CC1	2%	0	5%	2%	12%	-0.5%	12%	3%	-6%	10%	1%
CCC(CC)c1nnc(NC(=O)CCc2ccc(OC)cc2)s1	-2%	0	0%	x	0%	-0.6%	-1%	0%	-17%	-11%	0%
Cc1ccc(CNc2nc(C)c(C(=O)N(C)C)s2)cc1	5%	-4	43%	u	1%	-0.7%	1%	-3%	5%	0%	-2%
CCOC(=O)c1cc2c(=O)n3ccccc3nc2n(Cc2ccccc2)c1=N	-8%	-7	-11%	4%	0%	-0.4%	5%	181%[activator]	-3%	-9%	4%
CCN(CC)C(=O)CN1C(=O)NC2(CCc3ccccc3C2)C1=O (centres undefined)	-1%	-4	0%	0%	-6%	0.2%	14%	-2%	6%	15%	0%
N=C1/C(=C\c2ccc(-c3cc(Cl)cc(Cl)c3)o2)C(=O)N=C2SC=C(c3ccccc3)N12	-4%	-6	-4%	-12%	4%	0.0%	-7%	-2%	-10%	-1%	4%

Compound profiles (already shown). Order of screens: ELG1 genotox	TRPV1 agonist	BRCA1 expr act	p53 reactivation	PTAP TSG101 blk	B2AR arrestin	uPA generation	S-ASM inh	Eya2 phos inh	Integrin act MD	USP2a block
Results for `Cc1cc(C(=O)NN=C(CCC(=O)O)c2cccs2)c(C)o1` = 1%	x	-19%	21%	-7%	-0.3%	-4%	5%	1%	8%	-2%
Results for `COc1cccc(NC(=S)N(CCCN2CCCC2)Cc2ccco2)c1` = 2%	1	-3%	u	-6%	0.0%	-1%	0%	-24%	-31%	-5%
Results for `CCN(CC)C(=O)CN1C(=O)NC2(CCc3ccccc3C2)C1=O` (centres undefined) = -1%	-4	0%	0%	-6%	0.2%	14%	-2%	6%	15%	0%
Results for `N=C1/C(=C\c2ccc(-c3cc(Cl)cc(Cl)c3)o2)C(=O)N=C2SC=C(c3ccccc3)N12` = -4%	-6	-4%	-12%	4%	0.0%	-7%	-2%	-10%	-1%	4%
Results for `Cc1ccc(CNc2nc(C)c(C(=O)N(C)C)s2)cc1` = 5%	-4	43%	u	1%	-0.7%	1%	-3%	5%	0%	-2%

Additional results
SMILES	ELG1 genotox	TRPV1 agonist	BRCA1 expr act	p53 reactivation	PTAP TSG101 blk	B2AR arrestin	uPA generation	S-ASM inh	Eya2 phos inh	Integrin act MD	USP2a block
CCOC(=O)c1c(C)[nH]c(C(=O)CN2C(=O)NC(C)(C)C2=O)c1C	1%	-2	7%	13%	-2%	0.5%	-7%	-1%	17%	-11%	2%
Cc1ccc(OCc2cc(C(=O)N3CCCC(O)C3)no2)cn1 (centres undefined)	14%	0	68%	10%	-2%	0.2%	-1%	-1%	-3%	13%	0%
Cc1cccc2sc(N3CCN(C(=O)C4COc5ccccc5O4)CC3)nc12 (centres undefined)	-3%	10	-27%	-3%	-5%	-1.0%	4%	-9%	-36%	16%	3%
CN(CC(=O)Nc1ccccc1Br)C(=O)c1ccccc1OCc1ccc(F)cc1	-4%	24	-1%	-7%	-4%	0.0%	-12%	-2%	12%	0%	-1%
O=C(c1cccc(S(=O)(=O)Nc2ccccc2Cl)c1)N1CCN(c2ccccc2O)CC1	-1%	1	2%	4%	-4%	0.5%	-8%	-3%	-9%	-35%	0%
CCOCCOC(=O)C1=C(C)N(C)C(=O)NC1c1cc(Cl)c(O)c(OCC)c1 (centres undefined)	9%	0	1%	-11%	-3%	0.5%	2%	7%	0%	21%	-3%

Compound activity (PubChem)
